Apoferritin bind – qHTS Assay for Identification of Novel General Anesthetics; Ferritin light chain (Equus caballus), P02791; Potency, µM (highest dose often 77.5 µM), for inactives: top-dose activity change, negative = displacement, hits mostly inhibitors; 350,000 compounds, 0.074% hits; apoferritin/1-aminoanthracene competitive binding, fluorescence; AID 485281, 2010; note: % is set by controls: 0 for no effect and ±100 for the full control effect; nearly all actives have a fitted effect of over 20% in size
Target sequence (P02791 2-175 limits assumed): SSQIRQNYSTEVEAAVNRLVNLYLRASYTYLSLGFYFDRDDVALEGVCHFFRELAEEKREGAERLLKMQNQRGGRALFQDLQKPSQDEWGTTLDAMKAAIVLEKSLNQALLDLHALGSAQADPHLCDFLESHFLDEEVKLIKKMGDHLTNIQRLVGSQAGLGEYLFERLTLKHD
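Read-out: endpoint 1-AMA fluorescence, excitation 380 nm and emission 535 nm, after compounds sit 10 min at room temperature with 10 uM horse-spleen apoferritin in 50% saturated 1-AMA/PBS. Values come from four-parameter Hill fits.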
G9a inh – qHTS Assay for Inhibitors of Histone Lysine Methyltransferase G9a | Potency, µM (doses to about 102 µM), inactives show top-dose activity, negative = inhibition, most hits filed as inhibitors | 350,000 compounds, 8.8% hits | G9a H3K9 monomethylation, AlphaScreen, 2 h; note: % is set by controls: 0 for no effect and ±100 for the full control effect; nearly all actives have a fitted effect of over 75% in size
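Readings reflect AlphaScreen signal from monomethyl-H3K9 antibody detection. HMT at 20 nM; substrate b-H3K9 500 nM; cofactor SAM 20 uM; 2 h RT reaction; compounds tested as titrations in qHTS with 15 min preincubation.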
POLI inh – qHTS for Inhibitors of Polymerase Iota; DNA polymerase iota (Homo sapiens), Q9UNA4; Pol iota fluorescent replication assay, 10 min; Potency, µM (titrated, usually from 115 µM), for the others: top-dose activity, negative = inhibition, actives largely listed as inhibitors; 390,000 compounds, 1% hits; AID 588590, 2011
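Fluorescent replication assay read twice, at 0 min and 10 min after adding 50 nM (final) substrate. Enzyme (10 nM) and compounds were first incubated 15 min at room temperature; enzyme-free buffer wells were negative controls.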
BAZ2B inh – qHTS Assay for Inhibitors of BAZ2B; AlphaScreen BAZ2B-H3K14Ac peptide displacement; Potency, µM (titrated, usually from 114 µM), inactives show at the highest dose activity change, negative = inhibition, hits mostly inhibitors; 360,000 compounds, 4.4% hits; AID 504333, 2011; note: % is set by controls: 0 for no effect and ±100 for the full control effect; nearly all actives have a fitted effect of over 60% in size
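AlphaScreen luminescence quantifies BAZ2B engagement of H3K14Ac peptide; the protein and biotinylated peptide are both at 50 nM final, buffer PBS pH 7.4 with 0.01% Tween-20, all steps at room temperature.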
APEX1 inh – qHTS Assay for Inhibitors of the Human Apurinic/apyrimidinic Endonuclease 1 (APE1); DNA repair nuclease/redox regulator APEX1 (Homo sapiens), P27695; recombinant APE1, TAMRA/BHQ-2 abasic DNA cleavage fluorescence; Potency, µM (series often up to 65.8 µM), for inactives: top-dose activity change, negative = inhibition, hits mostly inhibitors; 350,000 compounds, 0.35% hits; AID 2517, 2012;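 note: plate controls were vehicle for no effect and reference inhibitor for full effect; nearly all actives have a fitted effect of over 55% in size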
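APE1 at 0.75 nM preincubated 15 min at room temperature with compound. Reaction then started with 50 nM double-stranded THF-abasic substrate labelled with TAMRA/BHQ-2, and 525/598 nm fluorescence read kinetically. Activity taken as third-minus-first read difference, normalized to DMSO and NSC13755 controls.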
POLB inh – qHTS Assay for Inhibitors of DNA Polymerase Beta | Pol beta primer extension/strand displacement, fluorescence kinetic | P06746 | 340,000 compounds, 1.3% hits | Potency, µM (top dose mostly 114 µM), for the others: at the highest dose activity change, negative = inhibition, hits mostly inhibitors; note: % is set by controls: 0 for no effect and ±100 for the full control effect
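Kinetic readout of DNA synthesis with strand displacement by Pol beta. Compound and 10 nM enzyme sit 15 min at room temperature; 50 nM substrate starts the reaction, read immediately and at 10 min.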
Pol eta inh – qHTS for Inhibitors of Polymerase Eta; DNA polymerase eta (Homo sapiens), Q9Y253; recombinant Pol eta, fluorescent DNA replication assay; Potency, µM (top dose mostly 114 µM), inactives show top-dose activity change, negative = inhibition, usual class: inhibitors; 390,000 compounds, 1.2% hits; AID 588591, 2011; note: % is set by controls: 0 for no effect and ±100 for the full control effect
Target sequence (Q9Y253 whole entry, looked up): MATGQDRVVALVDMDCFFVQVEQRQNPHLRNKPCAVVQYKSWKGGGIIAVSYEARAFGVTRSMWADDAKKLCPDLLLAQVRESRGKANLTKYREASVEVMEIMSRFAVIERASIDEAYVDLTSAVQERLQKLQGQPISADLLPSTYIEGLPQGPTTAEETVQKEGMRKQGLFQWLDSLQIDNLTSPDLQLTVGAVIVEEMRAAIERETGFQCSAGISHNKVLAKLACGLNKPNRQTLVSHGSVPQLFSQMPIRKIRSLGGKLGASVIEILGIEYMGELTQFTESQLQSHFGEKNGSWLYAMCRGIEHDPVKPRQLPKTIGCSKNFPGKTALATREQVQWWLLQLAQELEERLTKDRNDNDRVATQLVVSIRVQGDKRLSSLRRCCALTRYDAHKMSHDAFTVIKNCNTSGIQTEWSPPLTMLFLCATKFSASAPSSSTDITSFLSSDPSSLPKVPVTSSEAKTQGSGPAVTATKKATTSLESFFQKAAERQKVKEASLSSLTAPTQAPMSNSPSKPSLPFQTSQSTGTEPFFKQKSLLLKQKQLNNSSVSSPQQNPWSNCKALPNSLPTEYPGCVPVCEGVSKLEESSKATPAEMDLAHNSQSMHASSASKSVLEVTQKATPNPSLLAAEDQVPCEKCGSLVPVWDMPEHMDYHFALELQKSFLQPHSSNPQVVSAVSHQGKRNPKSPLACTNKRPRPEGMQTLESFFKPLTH
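Fluorescent replication assay: 50 nM final substrate added after a 15 min room-temperature compound preincubation with 10 nM enzyme. Signal taken at 0 min and again at 10 min.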
BLM helicase inh – qHTS Assay for Inhibitors of Bloom's syndrome helicase (BLM) | recombinant BLM DNA unwinding, fluorescence dequenching | Potency, µM (series often up to 56.1 µM), for inactives: at the top dose activity change, negative = inhibition, most hits filed as inhibitors | 350,000 compounds, 0.2% hits;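 note: plate controls were vehicle for no effect and no enzyme for full effect; nearly all actives have a fitted effect of over 35% in size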
POLK inh – qHTS for Inhibitors of Polymerase Kappa; AID 588579, 2011; purified Pol kappa, fluorescent DNA synthesis assay, 10 min; Potency, µM (titrated, usually from 107 µM), inactives show top-dose activity, negative = inhibition, most hits filed as inhibitors; 400,000 compounds, 0.53% hits; DNA polymerase kappa (Homo sapiens), Q9UBT6; note: % is set by controls: 0 for no effect and ±100 for the full control effect
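10 nM Pol kappa preincubated 15 min at room temperature with compounds, then reaction started with substrate at 50 nM final. Fluorescence read kinetically at 0 and 10 min; buffer-only wells served as negative control.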
* hit, by the source's call; ? = inconclusive; . = no result given; [ ] = another dose, or the depositor's remark. Calls come from the whole dose curve; as a rule, active = well fitted curve in the direction sought with a large enough effect; inconclusive = small, poorly fitted or top-dose-only effect, or another doubt; inactive = no such curve, though single readings can be large; an effect the other way counts as inactive or inconclusive. Potency is the fitted concentration of half-maximal effect. These rows are one share of the data. The share of hits here may be higher or lower than overall.

Molecule	Apoferritin bind	G9a inh	POLI inh	BAZ2B inh	APEX1 inh	POLB inh	Pol eta inh	BLM helicase inh	POLK inh
COc1cccc(OC)c1C(=O)Nc1cccnc1	2%	3%	7%	-11%	13%	31%	-12%	-1%	0%
Cc1c(-c2nc(-c3ccncc3)no2)cccc1[N+](=O)[O-]	-1%	4%	?	-12%	-1%	21%	36%[activator]	-6%	-10%
O=C(CN1CCN(C2CCS(=O)(=O)C2)CC1)N1N=C(c2ccc(Cl)cc2)CC1c1ccco1 (centres undefined)	.	?	44%[activator]	9%	7%	.	-15%	.	-23%
COc1ccc(NC(=O)CCN2C(=O)c3ccccc3S2(=O)=O)cc1	-7%	2%[59 µM]	3%[58.9 µM]	?	3%	32%	-12%	-3%	-7%
COc1cc(-c2nnc(SCc3cc(=O)oc4cc(O)c(O)cc34)o2)cc(OC)c1OC	-9%	4.5µM*	1.1µM*	7.9µM*	2µM*	0.89µM*	0.71µM*	10µM*	1.1µM*
O=C(CC1C(=O)NCCN1Cc1ccc(Cl)c(F)c1)NCCc1cccnc1 (centres undefined)	0%	-46%[59 µM]	39%[activator]	-34%	15%	-6%	0%	-1%	-16%
CN(C(=O)c1ccc(NC(=O)Cc2ccc(NC(=O)C3CCCN(C(=O)C4CCC4)C3)cc2)cc1)C1CC1 (centres undefined)	.	-33%[2.33 µM]	2%	7%	19%	.	-3%	.	-5%
Cc1cc(C)cc(NC(=O)NCCn2nnc3cc(S(=O)(=O)N(C)C)ccc32)c1	-11%	0%[59 µM]	12%	-12%	.	6%	-10%	-2%	-12%[60.1 µM]
COc1ccc(CNC(=O)CCCn2nc(C)c3c(C)n(-c4ccc(C)cc4)nc3c2=O)cc1	-3%	16%	21%	?	-11%	23%	-5%	-4%	8%
CCc1nnc(NC(=O)c2ccc(S(=O)(=O)N3CCCCCC3)cc2)s1	-11%	-7%[0.501 µM]	1%	-29%	-3%	0%	-4%	-3%	-2%
O=C(Nc1nnc(SCCN2CCOCC2)s1)C1CC(=O)N(c2ccccc2)C1 (centres undefined)	-9%	45µM*	18%	-1%	15%	90%	-23%	1%	-5%
COCCNC(=O)C(OC(=O)c1ccco1)c1ccccc1OC (centres undefined)	-14%	13%[2.33 µM]	4%	-8%	-2%	1%	-6%	2%	-1%
CC(C)Cc1ccc(/C(=N/O)C(=O)O)s1	?	-4%	-10%	?	-2%	5%	-15%	6%	-19%
Cc1cc2c(cc1S(=O)(=O)NCc1ccc(F)cc1)n(C)c(=O)c(=O)n2C	-6%	-6%[59 µM]	50%[activator]	0%	.	6%	-12%	0%	-23%
O=C1C(=O)N(C2CCNCC2)CCN1Cc1ccccc1	-2%	?	-8%	1%	.	6%	1%	0%	-15%[60.1 µM]
CCOC(=O)c1cn2nc(-c3ccc(OC)cc3)cc2nc1C1CCN(C(=O)OC(C)(C)C)CC1	-9%	28%	10%	9%	1%	9%	-17%	-1%	-1%
CCCCC#Cc1ccc(C(=O)NNC(=O)Nc2cc(Cl)cc(Cl)c2)o1	0%	-3%	?	5%	-6%	?	-5%	-3%	-2%
Cc1cc2oc(C(=O)Nc3sc4c(c3C(=O)NCC3CCCO3)CCCC4)cc(=O)c2cc1C (centres undefined)	-3%	2%[59 µM]	6%	-1%	.	3%	-11%	-14%	-21%
O=C(O)c1cccc(NC(=O)c2ccc3c(c2)C(=O)N(c2cccc([N+](=O)[O-])c2)C3=O)c1	-1%	-21%	-2%	-17%	15%	2%	?	-1%	2%
CCCn1nnnc1SCC(=O)Nc1sc(C)c(C)c1C#N	-7%	47%[activator][12.7 µM]	39%[activator]	2%	4%	-23%	-13%	2%	-6%
CCc1ccc(NC(=O)Cn2nnc(-c3ccccc3N)n2)cc1	5%	7%[59 µM]	-8%	-1%	.	19%	-17%	-5%	-4%
COc1ccc(/C=C/C(=O)NC2=NCCS2)cc1OC	-7%	4%	14%	-2%	-4%	7%	-13%	0%	-4%
CC1CCN(S(=O)(=O)c2ccc(NC(=O)c3ccncc3)cc2)CC1	?	32%[activator]	15%	-18%	34%	-15%	-22%	0%	-1%
CCC1C(C#N)=C(N)OC2=C1C(=O)CC(C)(C)C2 (centres undefined)	0%	-20%[59 µM]	11%	0%	-4%	7%	0%	6%	-10%
CCOC(=O)CSc1nc(C)c(C(=O)OCC)s1	-4%	-1%[12.7 µM]	16%	16%	15%	4%	-6%	3%	-3%

Gathered by group, the entries above with a COOH group (2)
Molecule	Apoferritin bind	G9a inh	POLI inh	BAZ2B inh	APEX1 inh	POLB inh	Pol eta inh	BLM helicase inh	POLK inh
CC(C)Cc1ccc(/C(=N/O)C(=O)O)s1	?	-4%	-10%	?	-2%	5%	-15%	6%	-19%
O=C(O)c1cccc(NC(=O)c2ccc3c(c2)C(=O)N(c2cccc([N+](=O)[O-])c2)C3=O)c1	-1%	-21%	-2%	-17%	15%	2%	?	-1%	2%

Continuation.
Molecule	Apoferritin bind	G9a inh	POLI inh	BAZ2B inh	APEX1 inh	POLB inh	Pol eta inh	BLM helicase inh	POLK inh
Cn1cc(CN2CCc3sccc3C2)c(-c2ccccc2F)n1	-14%	-23%	13%	-17%	2%	-20%	-11%	0%	6%
CC(=O)OCCNc1nc(-c2ccccc2)nc2ccccc12	-7%	.	-5%	0%	10%	13%	2%	1%	7%
CCc1ccc(N(C(=O)c2ccco2)C(C(=O)NC2CCCC2)c2ccncc2)cc1 (centres undefined)	-8%	-10%[59 µM]	106%[activator]	1%	-2%[12.4 µM]	7%	-15%	5%	3%
C=CCNC(=S)N1CCN(S(=O)(=O)c2ccc(C)cc2)CC1	-8%	14%	5%	0%	-2%	23%	-6%	-2%	-15%
Cc1ccccc1NC(=O)CCCC(=O)c1ccccc1	5%	-3%	77%[activator]	-1%	23%	-17%	-12%	2%	1%
CCCCn1c(=O)c2oc3ccccc3c2n(CC(=O)Nc2cccc(Cl)c2)c1=O	-5%	-9%[59 µM]	4%	4%	.	1%	2%	2%	-27%
Fc1ccc(-c2cc(C(F)(F)F)nc(N3CCCCC3)n2)cc1	-4%	-2%[0.0925 µM]	3%	177%[activator]	2%	0%	-3%	-3%	-19%
Cc1cccc(N2C(=O)CSC2c2cccnc2)c1 (centres undefined)	-11%	-8%[12.7 µM]	1%	14%	5%	100µM*	0%	0%	-9%
CN1CCN(Cc2nc3ccccc3c(=O)n2CC#N)CC1	-4%	-8%	-19%	1%	-1%	1%	-4%	-5%	-18%
O=C(NCc1ccccn1)c1ccc(Cn2c(=S)[nH]c3ccc(Br)cc3c2=O)cc1	-11%	-2%	180%[activator]	-31%	-2%	-25%	-7%	-3%	-2%
COC(=O)[C@@]1(Cc2ccccc2)[C@H]2C(=O)N(C)C(=O)[C@H]2[C@H]2CN=C(SCC(=O)c3ccccc3)N21	.	.	10%	.	11%	.	-20%	.	-3%
CCC(C)(C(=O)NC1CCCCC1)N(C(=O)CNC(C)=O)c1c(C)n(C)n(-c2ccccc2)c1=O (centres undefined)	3%	3%[59 µM]	10%	12%	20%	2%	-10%	7%	6%
Cc1ccc(C(=O)Nc2ccc(C)c(S(=O)(=O)Nc3ccccc3Cl)c2)s1	-1%	?	1%	-29%	20%	13%	-6%	-4%	-19%
CC(=O)Nc1ccc(C(=O)OCC(=O)NC(=O)NC2CCCCC2)cc1	?	8%[59 µM]	18%	6%	14%	23%	-8%	-3%	-13%
COC(=O)C1CCN(c2nc3ccccc3nc2C(C#N)C(=O)NCCc2ccccc2)CC1 (centres undefined)	-6%	20%[59 µM]	-5%	6%	?	8%	-8%	1%	4%
CCCn1c(SCC(=O)Nc2ccccc2-c2ccccc2)nnc1-c1ccoc1C	?	?	15%	?	1%	7%	-16%	-2%	-5%
CCOc1ccc(NC(=O)C(C)Oc2ccccc2C(=O)Nc2cccc(Cl)c2Cl)cc1 (centres undefined)	-21%	.	14%	-14%	-1%	8%	10%	-1%	-5%
Clc1cccc(-n2ncc3c(NCCc4ccccc4)ncnc32)c1	-6%	27%[59 µM]	-7%	42%[activator]	.	-25%	-27%	-10%	-3%[60.1 µM]
COCCN(Cc1ccc(F)cc1)C(=O)c1cc2ccccc2oc1=O	-10%	25%[59 µM]	7%	3%	0%	5%	0%	2%	-3%
CN(C)CCn1c2c(c(SCC(=O)Nc3cccc4ccccc34)nc1=O)CCCC2	.	45µM*	20%	-5%	45%	.	-17%	.	0%
CCOC(=O)c1nnn(-c2nonc2N)c1CN1CCCC1	-4%	32%	46%[activator]	5%	31%	-14%	-17%	-1%	2%
N#Cc1nc(Cc2cccc3ccccc23)oc1N1CCN(c2ccccc2)CC1	-14%	22µM*	-16%	?	12%	12%	-10%	-5%	-11%
Cc1cc(OC(=O)c2ccccc2C)c([N+](=O)[O-])c(=O)[nH]1	-6%	-4%	8%	-25%	57%	24%	-17%	0%	1%

2 of these compounds, set out differently.
Every second line gives: Apoferritin bind	G9a inh	POLI inh	BAZ2B inh	APEX1 inh	POLB inh	Pol eta inh	BLM helicase inh	POLK inh
CCCn1c(SCC(=O)Nc2ccccc2-c2ccccc2)nnc1-c1ccoc1C
    ?	?	15%	?	1%	7%	-16%	-2%	-5%
CCOc1ccc(NC(=O)C(C)Oc2ccccc2C(=O)Nc2cccc(Cl)c2Cl)cc1 (centres undefined)
    -21%	.	14%	-14%	-1%	8%	10%	-1%	-5%
